Bioassay records from PubChem BioAssay.
CHO-K1 Ca PAM: nonselective calcium activators in parental CHO-K1 cells, primary screen, counter-screen for M1 PAM project, cell-based, Fluo-8 calcium fluorescence, full deck, 1536-well; AID 602247, 2012; ATP EC20; 0% at ATP EC20, 100% at ATP max; activation, % at 3 µM; actives 0.02% (n = 360,000);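 active = activation above the run cutoff, the mean activation of all test compounds plus 3 SD, cut at about 40% in these data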;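 note: peak over basal fluorescence ratio in a 140 s read after ATP addition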
OXTR potentiator: human OXTR potentiators, primary screen, fluorescence, CHO-OTR cells, Fluo-8 calcium; Oxytocin receptor (Homo sapiens), P30559; Fluo-8 calcium fluorescence, potentiator mode; 0% = oxytocin EC15, 100% = EC100; activation, % at 3 µM; actives 0.061% (n = 320,000);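 active = activation above that plate's cutoff, the mean activation of tested compounds plus 3 SD, cut at about 6.6% in these data, passing the limit was not always enough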;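 note: 100% uses oxytocin at 75 nM as the full agonist control; some results filed as inactive read as strong as hits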
Target sequence (P30559 whole entry, looked up): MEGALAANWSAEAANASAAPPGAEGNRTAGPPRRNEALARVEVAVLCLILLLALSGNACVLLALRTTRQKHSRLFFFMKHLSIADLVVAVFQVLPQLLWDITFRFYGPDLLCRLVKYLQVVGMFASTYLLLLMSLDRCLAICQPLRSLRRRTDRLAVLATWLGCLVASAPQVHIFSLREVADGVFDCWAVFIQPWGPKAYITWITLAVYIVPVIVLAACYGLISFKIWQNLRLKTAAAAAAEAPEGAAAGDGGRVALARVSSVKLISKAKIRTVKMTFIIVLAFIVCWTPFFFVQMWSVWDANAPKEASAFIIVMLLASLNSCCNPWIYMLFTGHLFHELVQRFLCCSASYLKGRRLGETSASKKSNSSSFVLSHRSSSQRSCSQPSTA
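Assay system: CHO-OTR cells, human receptor / Also added: oxytocin at about EC15, sub-maximal agonist stimulus / Dosing: single dose, 3.0 µM nominal final compound concentration / Incubation: 6 min pre-incubation, 100 s read / Technique: Fluo-8 calcium dye fluorescence / Read-out: % activation vs EC15 and EC100 oxytocin / Benchmarks: EC15 oxytocin low, 75 nM oxytocin high / Replicates: singlicate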
CHO parental Ca: ATP-evoked calcium signal inhibitors, parental CHO, primary screen, counter-screen for OX1R antagonist project, cell-based, fluorescence, Fluo-8 calcium dye. parental CHO-K1, ATP-induced calcium, Fluo-8 fluorescence. inhibition, % at 5.6 µM. actives 0.63% (n = 330,000);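 active = inhibition above that plate's mean sample inhibition plus 3 SD, cut at about 26% in these data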;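 note: 0% = ATP-challenged DMSO wells and 100% = DMSO wells without ATP; some compounds past the cut are filed as inactive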
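test system = CHO parental line | reagent = ATP stimulus | measured by = intracellular calcium via Fluo-8 no-wash fluorescent dye | control set = ATP and no-ATP DMSO wells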
TAAR1 antagonist: human TAAR1 antagonists, primary screen, Fluo-8 calcium fluorescence, CHO RD-HGA16 cells. Trace amine-associated receptor 1 (Homo sapiens), Q96RJ0. antagonist. inhibition, % at 3 µM. actives 1.5% (n = 360,000). AID 624466, 2012;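 active = inhibition above a per-plate cutoff, the mean inhibition of test compounds on that plate plus 3 SD, cut at about 49% in these data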;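 note: 0% = DMSO plus EC80 beta-PEA response and 100% = DMSO alone without agonist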
Target sequence (Q96RJ0 whole entry, looked up): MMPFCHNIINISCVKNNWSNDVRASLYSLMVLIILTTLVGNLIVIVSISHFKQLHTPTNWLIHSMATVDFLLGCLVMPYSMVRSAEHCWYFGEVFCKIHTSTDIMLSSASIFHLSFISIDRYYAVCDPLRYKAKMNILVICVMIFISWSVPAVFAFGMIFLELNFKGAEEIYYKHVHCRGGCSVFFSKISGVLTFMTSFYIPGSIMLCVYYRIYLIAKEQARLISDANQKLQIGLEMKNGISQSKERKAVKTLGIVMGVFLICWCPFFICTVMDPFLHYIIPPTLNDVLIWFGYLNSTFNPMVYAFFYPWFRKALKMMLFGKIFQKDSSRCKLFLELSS
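Test system: CHO RD-HGA16 cells bearing hTAAR1 | Reagent: β-PEA, EC80 | Compound dosing: 3 µM, single point | Schedule: Dye loading 75 min at 37 °C, then 30 min room temperature | Signal: Calcium fluorescence with Fluo-8 | Evaluation: Percent inhibition of PEA-evoked calcium signal, max/basal emission ratio | Control set: DMSO-only wells and EC80 β-PEA-stimulated wells | Repeats: Singlicate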
M1 antag: human M1 muscarinic receptor antagonists, primary screen, CHO-K1 cells, Fluo-8 calcium fluorescence, 1536-well | CHO-K1 hM1, ACh EC80 antagonist | inhibition, % at 3 µM | actives 1.3% (n = 360,000);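 active = percent inhibition above its own plate's cutoff, namely the mean of that plate's compound wells plus 3 SD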;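 note: peak over basal fluorescence ratio during 140 s after agonist addition; 0% = ACh EC80 plus DMSO and 100% = DMSO alone without agonist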
CHO-K1 Ca antag: counter-screen for M1 antagonists: effect in parental CHO-K1 cells; actives 0.6% (n = 360,000); ATP-induced calcium, Fluo-8 fluorescence; inhibition, % at 3 µM;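 active = inhibition above a per-plate cutoff, the plate's mean sample inhibition plus 3 SD, cut at about 24% in these data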;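 note: 0% = DMSO plus EC80 ATP and 100% = DMSO alone without ATP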
M1 ag parental: counter-screen for M1 agonists: effect in parental CHO-K1 cells. Fluo-8 calcium fluorescence; scaled to maximal ATP response, vehicle zero. activation, % at 3 µM. actives 0.48% (n = 360,000); in the data active = activation above about 15%;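 note: untransfected CHO-K1 host cells lacking M1 receptor as counterscreen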
CHRM1 agonist: human M1 muscarinic receptor agonists, primary screen, Fluo-8 calcium fluorescence, CHO-K1 cells, HTS; Muscarinic acetylcholine receptor M1 (Homo sapiens), P11229; CHO-K1 hM1, agonist mode; 0% DMSO, 100% acetylcholine EC100; activation, % at 3 µM; actives 0.33% (n = 360,000);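 active = activation above the run's mean compound activation plus 3 SD, cut at about 16% in these data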;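 note: peak over basal fluorescence ratio within a 140 s kinetic read after compound addition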
TAAR1 agonist: human TAAR1 agonists, primary screen, Fluo-8 calcium fluorescence, CHO RD-HGA16 cells; actives 0.99% (n = 360,000); Trace amine-associated receptor 1 (Homo sapiens), Q96RJ0; activation, % at 3 µM; vehicle wells 0%, saturating PEA agonist 100%; AID 624467, 2012;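 active = activation above the mean activation of all test compounds in the run plus 3 SD, cut at about 38% in these data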
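test system = CHO RD-HGA16 cells carrying human TAAR1 plus Gα16 | schedule = 17-24 h seeding, 75 min 37 °C dye, 30 min RT | compound dosing = 3 µM single concentration | control set = DMSO and PEA EC100 | replicates = n 1 | signal = Fluo-8 fluorescence, 5 s baseline then 140 s kinetic read | measure = percent activation vs PEA EC100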
Numbers without * were called inactive; x = no result given.

A first look, 2 compounds:
Molecule | TAAR1 antagonist | CHRM1 agonist | M1 antag | CHO-K1 Ca PAM | M1 ag parental | CHO-K1 Ca antag | TAAR1 agonist | CHO parental Ca | OXTR potentiator
O=C(O)CC1(C(=O)O)CCCC1 | -6 | 0 | -16 | -1 | 0.1 | 2 | 0 | x | x
O=C(CNS(=O)(=O)c1ccccc1)N/N=C/c1ccncc1 | -10 | -3 | -2 | 6 | 0.2 | -4 | 6 | -8 | 2

The listing (from the top)
Molecule | TAAR1 antagonist | CHRM1 agonist | M1 antag | CHO-K1 Ca PAM | M1 ag parental | CHO-K1 Ca antag | TAAR1 agonist | CHO parental Ca | OXTR potentiator
O=C(O)CC1(C(=O)O)CCCC1 | -6 | 0 | -16 | -1 | 0.1 | 2 | 0 | x | x
O=C(CNS(=O)(=O)c1ccccc1)N/N=C/c1ccncc1 | -10 | -3 | -2 | 6 | 0.2 | -4 | 6 | -8 | 2
Cc1cnc(C(=O)Nc2ccccc2-c2ccc(C)o2)cn1 | -4 | -2 | -28 | 6 | 0.3 | -6 | 8 | -21 | 0
Cc1coc2c1c(C)cc1oc(=O)c(CC(=O)NCC(=O)N[C@H](C(=O)O)C(C)C)c(C)c12 | 0 | -6 | -10 | 12 | 1.2 | -5 | 2 | 3 | -5
Clc1ccccc1Cc1noc(CN2CCCCC2CCc2ccccn2)n1 (stereo not drawn) | -9 | -9 | 2 | 19 | 1.7 | -7 | 5 | -17 | -8
CC1CC(C)CN(S(=O)(=O)c2ccccc2[N+](=O)[O-])C1 (stereo not drawn) | -14 | -9 | 7 | 8 | 0.0 | 0 | -3 | 3 | -8
O=C(CCC(=O)OCC(=O)c1ccc([N+](=O)[O-])cc1)Nc1ccccc1Cl | x | -2 | -10 | 18 | 1.1 | -12 | x | 0 | -2
Cc1ccc(C(=O)OCC(=O)Nc2cccc(S(=O)(=O)N3CCCCC3)c2)s1 | -7 | 0 | 0 | 1 | 7.0 | 3 | 4 | x | x
Cn1c(=O)c2c(nc(N/N=C/c3cccnc3)n2Cc2ccccc2)n(C)c1=O | -28 | -7 | -12 | 12 | 0.3 | -13 | -2 | -16 | 0
O=C(O)C1CCCN1c1ncnc2c1oc1ccccc12 (stereo not drawn) | 10 | -4 | 13 | -12 | 0.0 | 17 | 12 | -9 | -3
Cc1ccc(/C=N/n2c(-c3ccncc3)n[nH]c2=S)cc1 | 3 | 7 | 2 | 9 | -0.7 | -4 | 12 | x | x
Cc1noc(C)c1C(=O)Nc1sc2c(c1C(N)=O)CCC2 | -18 | -4 | 17 | -2 | -0.2 | -6 | 11 | -5 | -11

Next structures follow.
Molecule | TAAR1 antagonist | CHRM1 agonist | M1 antag | CHO-K1 Ca PAM | M1 ag parental | CHO-K1 Ca antag | TAAR1 agonist | CHO parental Ca | OXTR potentiator
Nc1c(C(=O)c2cccs2)sc2nsc(SCCN3CCCCC3)c12 | 61* | 41* | 44* | -7 | 70* | 47* | 95* | 27 | -14
Cc1ccc(C(=O)O/N=C/c2c(C)nn(C)c2Cl)cc1 | -1 | -2 | 2 | 16 | 0.1 | -10 | 8 | -3 | -1
O=C(NC1CCCCCC1)c1ccc([N+](=O)[O-])s1 | 8 | -5 | -6 | -5 | 1.0 | -4 | 0 | x | x
CCOc1ccc2oc(C(=O)Nc3ccc(N4CCOCC4)cc3)c(C)c2c1 | 50* | -1 | 12 | 17 | 3.9 | -3 | 18 | -5 | -5
Cc1cc(NC(=O)c2cc(-c3ccco3)on2)no1 | 13 | -4 | -5 | 19 | 0.7 | -9 | 7 | -6 | -4
CC(=O)N/C(=C\c1ccccc1)C(=O)OCc1ccc(C)cc1 | -14 | -3 | -8 | -6 | 0.0 | 0 | -2 | 0 | 1
COc1ccccc1OCCC(=O)Nc1nc(C)cs1 | -11 | -3 | -9 | 20 | 1.9 | -18 | 3 | 1 | -9
CCn1ccnc1C(O)c1cccc2ccccc12 (stereo not drawn) | 7 | -2 | -21 | 17 | 1.1 | -8 | 3 | x | x
COc1ccc(NC(=O)C(c2ccccc2)N(C)C(=O)c2cnccn2)cc1 (stereo not drawn) | 8 | -5 | -3 | 8 | 0.3 | -9 | 9 | -22 | -3
CN(C(=O)COC(=O)c1ccc(S(=O)(=O)N2CCOCC2)cc1)c1ccccc1 | -7 | -7 | -18 | 13 | 1.4 | -9 | 2 | -5 | 0
O=C(COC(=O)C1(c2ccccc2)CC1)N1CCN(c2ccc(F)cc2)CC1 | 15 | -3 | 8 | 13 | 2.5 | -1 | 3 | -15 | -12
O=c1oc(-c2ccc(Br)cc2)nc2ccccc12 | -18 | 2 | -28 | 21 | 2.3 | -12 | 6 | -10 | -4

The results go on.
Molecule | TAAR1 antagonist | CHRM1 agonist | M1 antag | CHO-K1 Ca PAM | M1 ag parental | CHO-K1 Ca antag | TAAR1 agonist | CHO parental Ca | OXTR potentiator
O=C(CCC(=O)N1CCN(S(=O)(=O)c2ccccc2Cl)CC1)c1ccccc1 | 4 | -3 | -4 | -7 | 1.7 | 1 | 5 | x | x
CC(NC(=O)c1cc(-c2ccncc2)nc2ccc(Br)cc12)C1CCCO1 (stereo not drawn) | -3 | 0 | 21 | -22 | 6.5 | 22 | 4 | -8 | -6
CC(=O)c1ccc(NS(=O)(=O)c2ccc(-c3cnc(C4CC4)o3)cc2)cc1 | x | -1 | -4 | 5 | 6.3 | -5 | x | 1 | -9
Cc1cccc(C(=O)NC2CCN(CC(=O)N3CCOCC3)CC2)c1 | -5 | -2 | 4 | -25 | 0.2 | -14 | 0 | 7 | -5
COC(=O)c1c(-c2ccc(C)cc2)csc1N | -6 | -4 | -5 | 1 | -0.3 | -2 | -2 | -4 | -7
FC(F)(F)c1cc(-c2cccs2)nc2ncnn12 | -9 | -4 | 3 | -9 | -0.3 | 3 | 7 | 4 | -4
Cc1nonc1C1CCCN1Cc1nc(-c2ccccc2Cl)oc1C (stereo not drawn) | -20 | -6 | -3 | -12 | -0.2 | 16 | 0 | -20 | 0
CCc1ccc2nc(N(CCN(C)C)C(=O)c3ccc4ccccc4c3)sc2c1 | x | -13 | -2 | 31 | 2.3 | -18 | x | -4 | -1
Cc1nc(NCc2ccco2)c2c3c(sc2n1)CCC3 | -2 | -4 | -3 | 12 | 2.7 | -9 | 8 | -32 | -18
Cc1ccc(C(=O)C(C)OC(=O)Cc2n[nH]c(=O)c3ccccc23)cc1C (stereo not drawn) | -8 | -3 | -4 | 0 | 2.5 | 1 | 3 | -13 | 3
CCc1ccc(Cn2nnc(C(=O)Nc3cccc(C)c3)c2N)cc1 | 21 | 9 | -9 | -10 | 0.7 | 4 | 21 | -9 | -9
COc1ccc([N+](=O)[O-])cc1NC(=O)c1cn(-c2ccc(C)c(C)c2)c(=O)c2ccccc12 | -21 | -5 | 8 | 18 | 0.2 | 1 | 0 | -26 | -2

Next part.
Molecule | TAAR1 antagonist | CHRM1 agonist | M1 antag | CHO-K1 Ca PAM | M1 ag parental | CHO-K1 Ca antag | TAAR1 agonist | CHO parental Ca | OXTR potentiator
CCOC(=O)C1CCN(C(=O)C2CCN(S(=O)(=O)N3CCC4(CC3)OCCO4)CC2)CC1 | -13 | -2 | -8 | 15 | 0.7 | -3 | 1 | -8 | -2
N#C/C(C(=O)Oc1ccccc1)=C1\C=CC=CN1 | -3 | -3 | -8 | -1 | -0.1 | -1 | -1 | -4 | -1
O=C(N/N=C/c1ccc[nH]1)c1ccncc1 | -7 | -4 | -10 | 5 | 1.0 | 6 | 6 | -10 | -12
O=C(c1ccccc1F)N(NC(=O)C(O)(c1ccccc1)c1ccccc1)c1ccccc1 | 11 | -5 | 1 | -9 | 0.1 | 13 | 3 | -22 | -8
Cc1ccc2c(CN3CCN(CCO)CC3)cc(=O)oc2c1C | 15 | -5 | 3 | -10 | 0.5 | -3 | 0 | -7 | -1
O=C(COc1ccc(F)cc1)N(CC1=CCS(=O)(=O)C1)c1ccccc1 | 5 | -2 | -3 | 18 | 1.4 | -15 | 8 | 8 | -9
O=C(N/N=C/c1cn(-c2ccccc2)nc1-c1cc2ccccc2o1)c1ccccc1Br | 28 | -8 | -12 | 11 | 0.3 | -3 | 1 | -10 | -10
Cc1cccc(NC(=O)c2ncn3c2C(=O)NC[C@H]3C)c1 | 15 | -1 | -4 | 10 | 0.3 | -5 | 0 | x | x
CCCCn1c(N)c(N(CCOC)C(=O)CSCc2c(C)noc2C)c(=O)[nH]c1=O | -1 | -2 | -15 | 30 | 0.4 | -10 | 2 | 0 | -5
Cc1ccccc1NC(=O)Nc1nnc([C@@H]2C[C@H](O)[C@@H](CO)O2)s1 | -10 | -1 | -15 | 21 | 0.4 | -6 | 3 | x | x
COc1ccccc1N=C1SC(C(=O)Nc2cccc(Cl)c2Cl)C(N)=C1C(N)=O (stereo not drawn) | -19 | -4 | -23 | 12 | 0.2 | -5 | 0 | 12 | -3
O=C(Cc1cccs1)NCc1cccc(CNC(=O)Cc2cccs2)c1 | -6 | -6 | -7 | 9 | 0.2 | -5 | 0 | -13 | 0

Next part.
Molecule | TAAR1 antagonist | CHRM1 agonist | M1 antag | CHO-K1 Ca PAM | M1 ag parental | CHO-K1 Ca antag | TAAR1 agonist | CHO parental Ca | OXTR potentiator
COc1ccc(N2C(=O)[C@@H]3[C@H](C2=O)[C@H]2c4ccccc4C=CN2[C@@H]3C(C)=O)cc1 | -9 | -3 | -8 | 5 | 0.8 | -12 | 8 | -17 | 1
COCCCN1C(=O)C(O)=C(C(=O)c2ccco2)C1c1ccc(Br)cc1 (stereo not drawn) | -18 | -3 | -4 | 11 | -0.2 | -5 | 5 | 8 | -12
COC(=O)c1c(NC(=O)CC2Nc3ccccc3NC2=O)sc(C)c1C (stereo not drawn) | 2 | 0 | -9 | 3 | 0.2 | 2 | 1 | -2 | 0
CN(Cc1ccccc1)c1nc2c(c(=O)[nH]c(=O)n2C)n1CCSc1nc2ccccc2[nH]1 | 11 | -5 | 0 | -1 | 1.6 | -12 | 5 | -23 | -6
Cc1ccc(S(=O)(=O)N2CCC(C(=O)N3CCC3)CC2)cc1 | 3 | 0 | 2 | -12 | 1.2 | 1 | 0 | 2 | -11
